PI5P4Ka inh: inhibitors of human PI5P4K alpha; P48426; hit rate 1.2% among 330,000; max response, %; PI5P4Kalpha enzyme, ADP-Glo luminescence, 60 min; stronger effect = lower value; active = max response of -50% or lower; inconclusive = between -30% and -50%; inactive = -30% or higher; also: value at the top dose of about 77 µM; % is scaled to controls: 0 for no effect and ±100 for the full control effect
Target sequence (P48426 whole entry, looked up): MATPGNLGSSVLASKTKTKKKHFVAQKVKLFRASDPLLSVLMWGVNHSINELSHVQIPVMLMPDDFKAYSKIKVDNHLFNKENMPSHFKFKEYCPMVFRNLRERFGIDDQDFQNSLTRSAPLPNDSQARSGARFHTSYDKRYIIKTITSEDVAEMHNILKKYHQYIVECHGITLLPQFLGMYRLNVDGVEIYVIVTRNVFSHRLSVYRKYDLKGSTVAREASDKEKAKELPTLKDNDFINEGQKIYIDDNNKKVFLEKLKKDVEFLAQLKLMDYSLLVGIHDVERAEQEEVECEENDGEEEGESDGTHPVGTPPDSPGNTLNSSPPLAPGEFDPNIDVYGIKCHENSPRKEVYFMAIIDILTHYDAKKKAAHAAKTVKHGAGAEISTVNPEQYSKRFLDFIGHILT
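Single end-point luminescence (ADP-Glo) quantified ADP from PI5P4Kalpha turnover; ATP 5 microM final, 1 h at RT, 0.1% CHAPS and 0.28 mM EGTA in HEPES pH 7.4.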
FUS suppressor: rescues growth of FUS-expressing yeast; Potency, µM (series often up to 76.6 µM), for inactives: top-dose growth rescue (activation), hits mostly activators; hit rate 0.24% among 390,000; S. cerevisiae FUS-expressing, growth rescue, OD600, 24 h;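 also: potency is read from the fitted curve at half-maximal effect; plate controls were DMSO vehicle for no effect and reference control for full effect; nearly all actives have a fitted effect of over 55% in size; some results filed as inactive show a strong effect at the top dose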
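Cultures pregrown in 2.5% raffinose medium are shifted to minimal medium containing 2% galactose to express toxic FUS. Compounds are tested at several concentrations. After 24hr at 30C, growth is quantified at 600 nm absorbance.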
EPAC1 ag: agonists of human EPAC1 | EPAC1 agonist qHTS, biochemical assay; response scale: 100% = response to 6.5 mM cAMP | Potency, µM (highest dose often 154 µM), for the others: top-dose activation, most hits filed as activators | hit rate 0.073% among 360,000; also: potency is read from the fitted curve at half-maximal effect; nearly all actives have a fitted effect of over 60% in size
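EPAC1 100 nM, Rap1B–BODIPY-GDP 250 nM, unlabeled GDP 50 uM; compound titration; 5 min RT; kinetic read ex480/em540 at 5-min intervals ×30 min; data normalized to 6.5 mM cAMP agonist control.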
EPAC1 antag: EPAC1 (human) antagonism. O95398. EPAC1 GEF assay, Rap1b-BODIPY-GDP exchange fluorescence. Potency, µM (doses to about 115 µM), for inactives: top-dose activity change, negative = inhibition, actives largely listed as inhibitors. hit rate 0.14% among 360,000. AID 720709;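 also: potency is read from the fitted curve at half-maximal effect; plate controls were vehicle for no effect and positive control for full effect; nearly all actives have a fitted effect of over 50% in size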
PLK1 PBD inh: inhibitors of human PLK1 polo-box domain binding. P53350. Plk1 PBD binding of FITC phosphopeptide, fluorescence polarization. Potency, µM, for inactives: max response, negative = inhibition, most hits filed as inhibitors. hit rate 2.8% among 360,000. AID 720504; also: potency is read from the fitted curve at half-maximal effect; series mostly up to about 57 µM; % is scaled to controls: 0 for no effect and ±100 for the full control effect; nearly all actives have a fitted effect of over 65% in size
Target sequence (P53350 whole entry, looked up, the tested form may be a part): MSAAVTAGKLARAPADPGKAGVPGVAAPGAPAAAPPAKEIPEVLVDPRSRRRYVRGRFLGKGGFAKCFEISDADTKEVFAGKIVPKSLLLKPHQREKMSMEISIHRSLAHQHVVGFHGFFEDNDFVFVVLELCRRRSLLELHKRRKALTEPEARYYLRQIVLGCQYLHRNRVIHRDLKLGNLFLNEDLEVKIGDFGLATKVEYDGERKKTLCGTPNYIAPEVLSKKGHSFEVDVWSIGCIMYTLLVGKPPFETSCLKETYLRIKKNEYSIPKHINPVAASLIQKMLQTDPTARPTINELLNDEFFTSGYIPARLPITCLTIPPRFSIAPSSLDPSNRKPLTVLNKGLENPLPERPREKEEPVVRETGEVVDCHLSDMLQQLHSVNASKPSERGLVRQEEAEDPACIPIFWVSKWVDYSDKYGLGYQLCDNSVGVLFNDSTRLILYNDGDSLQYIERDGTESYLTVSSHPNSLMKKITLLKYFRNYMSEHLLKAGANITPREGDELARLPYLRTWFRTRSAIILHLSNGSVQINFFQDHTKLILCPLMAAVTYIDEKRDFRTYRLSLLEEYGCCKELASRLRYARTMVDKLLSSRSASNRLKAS
IL-2 act: IL-2 activation. IL-2 activation reporter assay, cell-based qHTS; stimulated with anti-CD3/CD4/CD28 beads; in transgenic mouse T cells. activation, % (series mostly up to about 46 µM). hit rate 0.065% among 360,000; in the data active = activation above about 50%; inconclusive = mostly about 30% to 49%; also: 0% is about no effect
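Quantitative HTS in unstimulated transgenic mouse T cells, with memory T cells as non-tolerant control and PMA/ionomycin as tolerance-bypass control. Compound pretreatment lasted 60 minutes before 18 h bead stimulation; EGFP/DsRed fluorescence read.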
WRN helicase inh: blocks human WRN helicase | WRN helicase unwinding, fluorescent forked duplex, kinetic | Potency, µM (doses to about 114 µM), for inactives: at the highest dose activity change, negative = inhibition, most hits filed as inhibitors | AID 651768 | hit rate 0.46% among 360,000; also: potency is read from the fitted curve at half-maximal effect; % is scaled to controls: 0 for no effect and ±100 for the full control effect; nearly all actives have a fitted effect of over 55% in size
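Screening of the MLSMR collection measured strand separation of a quenched forked DNA duplex (100 nM) by 20 nM WRN with 2 mM ATP, all final. Compounds were preincubated with enzyme 15 min at room temperature.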
Abeta yeast res: compounds reversing amyloid beta toxicity in yeast | yeast expressing A-beta42, growth rescue, OD600, 48 h; response scale: 0% DMSO, 100% iron-clioquinol control | Potency, µM (titrated, usually from 46.1 µM), for the others: at the top dose growth rescue, usual class: activators | hit rate 0.063% among 410,000 | AID 1347071; also: potency is read from the fitted curve at half-maximal effect; nearly all actives have a fitted effect of over 55% in size
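Yeast growth medium received pinned compounds, then yeast cells expressing toxic A-beta were added; plates incubated at 30 C for 48 hr. Growth read as absorbance at 600 nm, normalized to DMSO and equimolar FeCl3 plus clioquinol controls.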
aSyn rescue: alpha-synuclein toxicity inhibition in yeast | AID 652106 | Yeast expressing alpha-synuclein, growth rescue, BacTiter-Glo, 24 h | hit rate 0.14% among 370,000 | Potency, µM (series often up to 46.1 µM), for inactives: top-dose growth rescue (activation), actives largely listed as activators; also: potency is read from the fitted curve at half-maximal effect; % of control where 0% means no effect; nearly all actives have a fitted effect of over 65% in size
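Galactose-induced alpha-syn yeast (OD600=0.02, raffinose-pregrown) + pinned cpd, 24 hr, 30 deg C; growth by BacTiter-Glo luminescence. Growth restoration scores as activation.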
An asterisk follows results filed as active; u = inconclusive; x = not tested or not shown; & = joins results of further samples; [ ] = dose if it differs, or a comment. Unless noted, calls follow the shape of the dose curve; as a rule, active = well fitted curve in the direction sought with a large enough effect; inconclusive = small, poorly fitted or top-dose-only effect, or another doubt; inactive = no such curve, though single readings can be large; an effect the other way counts as inactive or inconclusive.

SMILES	PI5P4Ka inh	FUS suppressor	EPAC1 ag	EPAC1 antag	PLK1 PBD inh	IL-2 act	WRN helicase inh	Abeta yeast res	aSyn rescue
Cc1ccc(S(=O)(=O)N2CCC(C(=O)N3CCN(c4ccccn4)CC3)CC2)cc1	-7	x	2%	7%	2%	-2.2	-23%	-13%	-6%
Cc1ccc(N=C2SC(C(=O)NCCc3ccccc3)CC(=O)N2C)cc1C (stereo not drawn)	7	27%	-5%	-30%	-8%	-4.2	-3%[57.1 µM]	u	12%
CCNc1nc(N)c(C(=C(C#N)C#N)c2ccccc2)s1	-14	-8%	4%	-10%	-4%	-1.5	-5%[57.1 µM]	10%	2%
CCCCCC(=O)Nc1nc(C)c(-c2csc(Nc3cc(OC)ccc3OC)n2)s1	-3	u	-3%	-7%	-14%	-0.4	-1%	-7%	-1%
NC(=O)NC(=O)COC(=O)CN1C(=O)C2CCCCC2C1=O (stereo not drawn)	2	x	-1%	7%	-6%	-4.0	1%	0%	-1%
CN=c1scc(-c2ccccc2F)n1/N=C/c1ccc(O)c(O)c1O	-54*	u	11%	u	5.3µM*	-0.7	56µM*	-91%[inhibitor]	-61%[inhibitor]
COc1cc2nc(CN(C)Cc3ccc(C(C)(C)C)cc3)[nH]c(=O)c2cc1OC	-1	-35%	0%	4%	2%	-1.3	-7%	-1%	3%
Cc1ccc2c(c1)C1CN(C)CCC1N2S(=O)(=O)c1ccc(C(C)C)cc1 (stereo not drawn)	-1	1%	-2%	-3%	8%	1.4	1%	19%	1%
CC(C)CCN(C(=O)Nc1ccc(Cl)cc1)C1CCN(C(C)C)CC1	0	14%	16%	9%	-15%	-0.8	13%	-18%	8%
Cc1ccc(-n2ncc3c(=O)n(CC(=O)N(C)C)cnc32)cc1	3	0%	-8%	2%	-3%	0.4	-2%	-10%	4%
CC1=C(C(=O)OCc2ccccc2)C(c2cccs2)N2C(=O)CCSC2=N1 (stereo not drawn)	7	17%	10%	-17%	-14%	-0.5	-10%	-4%	-9%
CC(C(=O)NC(=O)NC1CCCCC1)N(C)CC(=O)Nc1ccc(F)c(F)c1F (stereo not drawn)	-1	35%	0%	3%	-16%	-0.5	-4%	11%	3%
COc1ccc(NC(=O)c2ccccc2)cc1NS(=O)(=O)c1ccc(F)cc1	-5	x	-2%	-16%	-12%	0.4	-24%	2%	7%
Cc1[nH]n(-c2ccccc2)c(=O)c1/C=N/c1ccccn1	-7	-13%	-2%	5%	0%	0.8	-8%	-15%	-19%
COc1ccc(/C=C/C(=O)Nc2ccc(C)cc2)cc1S(=O)(=O)N1CCOCC1	4	-42%	-14%	-29%	-9%	-4.3	-1%	6%	0%
CCOC(=O)CNC(=O)c1nn(-c2ccc(OCC)cc2)c(=O)c2ccccc12	1	20%	14%	-16%	-3%	0.0	2%	-11%	-1%
Cc1ccccc1NC(=S)N1CCCCCC1	-4	-4%	8%	4%	0%	-1.5	10%	30%	1%
Cc1cnc(-c2nc3ccccc3n2C(C)C(=O)Nc2c(C)cccc2C)cn1 (stereo not drawn)	-4	8%	0%	22%	2%	-0.6	4%	4%	3%
Cc1cc(C(C)(C)C)cc(S(=O)(=O)Nc2cccc(C(=O)O)c2)c1C	x	30%	2%	0%	-5%	-4.2	9%	-8%	6%
CCCCOC(=O)n1ccc(C(=O)Nc2ccccc2OC)n1	x	-7%	10%	-10%	-1%	-0.5	-12%	-2%	-15%
COc1ccc(C(=O)Oc2cc(C)[nH]c(=O)c2[N+](=O)[O-])cc1	-1	-33%	16%	-9%	-12%	-0.5	0%	-1%	-7%
CC1CCCC(NC(=O)CNC(=O)c2cccs2)C1C (stereo not drawn)	1	20%	1%	1%	1%	2.6	4%	12%	-2%
CCCc1nnc(NC(=O)CCC(=O)NCCc2ccc(Cl)cc2)s1	2	-15%	4%	-27%	-15%	-4.9	0%	1%	0%
Cc1cccc(NCC(=O)N/N=C\c2ccc[nH]2)c1	-1	1%	11%	u	-11%	-0.2	10%	21%	0%
O=[N+]([O-])c1ccc(NC(=S)N2CCOCC2)cc1	24	x	3%	6%	-3%	0.4	-16%	13%	4%
Cc1ccc2[nH]cc(S(=O)(=O)c3ccc(F)cc3)c(=O)c2c1	-15	18%	-2%	-3%	-3%	0.2	10%	-2%	0%
CCOC(=O)c1cnc(SCc2nc(N)nc(Nc3ccc(C)cc3)n2)nc1N	6	18%	-21%	-13%	u	-2.7	-1%	16%	11%
O=C(Nc1ccn(-c2ccccc2)n1)c1ccc(Cl)cc1	-8	x	-16%	-13%	-10%	1.0	-12%	9%	-6%
COc1cc(NS(=O)(=O)c2ccc(NC(=O)Cc3ccccc3)cc2)nc(OC)n1	2	0%	13%	-2%	-9%	0.2	-11%[57.1 µM]	-16%	-5%
CCOC(=O)C1=CCC(C(C)(C)C)N(S(=O)(=O)c2ccc(C)cc2)C1 (stereo not drawn)	9	30%	-7%	-19%	-7%	-0.4	-11%	-5%	-13%
N#CCCN(C(=O)CSc1n[nH]c(=O)[nH]c1=O)c1ccccc1	0	x	-7%	-14%	-2%	-3.5	-19%	4%	0%
Cc1ccccc1C(=O)c1cccn1CC(=O)NCC1CCCO1 (stereo not drawn)	1	7%	-5%	-7%	-5%	0.0	0%	0%	-1%
CC1CCN(CCCNC(=O)C2CCC(CNS(=O)(=O)c3ccccc3)CC2)CC1 (stereo not drawn)	-2	-1%	-11%	7%	8%	0.4	1%[57.1 µM]	-19%	-2%
COC(=O)c1cc(OC)c(OC)cc1NCC(=O)Nc1cccc(C(F)(F)F)c1	11	27%	5%	1%	2%	0.7	u	-4%	-12%
COc1ccc(/C=N/NC(=O)c2ccc(CN3c4cccc5cccc(c45)S3(=O)=O)cc2)cc1	4	48%	1%	-4%	-2%	-2.8	-1%	-3%	4%
Cc1ccccc1N/C(SCc1ccc(Cl)cc1)=C(/C#N)C(N)=O	-1	17%	4%	-12%	-13%	-4.9	-15%	-9%	-5%

Arranged by heavy-atom count (rising): part of the list above.
SMILES	PI5P4Ka inh	FUS suppressor	EPAC1 ag	EPAC1 antag	PLK1 PBD inh	IL-2 act	WRN helicase inh	Abeta yeast res	aSyn rescue
O=[N+]([O-])c1ccc(NC(=S)N2CCOCC2)cc1	24	x	3%	6%	-3%	0.4	-16%	13%	4%
O=C(Nc1ccn(-c2ccccc2)n1)c1ccc(Cl)cc1	-8	x	-16%	-13%	-10%	1.0	-12%	9%	-6%
Cc1ccc2[nH]cc(S(=O)(=O)c3ccc(F)cc3)c(=O)c2c1	-15	18%	-2%	-3%	-3%	0.2	10%	-2%	0%
N#CCCN(C(=O)CSc1n[nH]c(=O)[nH]c1=O)c1ccccc1	0	x	-7%	-14%	-2%	-3.5	-19%	4%	0%
Cc1ccccc1C(=O)c1cccn1CC(=O)NCC1CCCO1 (stereo not drawn)	1	7%	-5%	-7%	-5%	0.0	0%	0%	-1%
CCOC(=O)C1=CCC(C(C)(C)C)N(S(=O)(=O)c2ccc(C)cc2)C1 (stereo not drawn)	9	30%	-7%	-19%	-7%	-0.4	-11%	-5%	-13%
CCOC(=O)c1cnc(SCc2nc(N)nc(Nc3ccc(C)cc3)n2)nc1N	6	18%	-21%	-13%	u	-2.7	-1%	16%	11%
CC1CCN(CCCNC(=O)C2CCC(CNS(=O)(=O)c3ccccc3)CC2)CC1 (stereo not drawn)	-2	-1%	-11%	7%	8%	0.4	1%[57.1 µM]	-19%	-2%
COc1ccc(/C=N/NC(=O)c2ccc(CN3c4cccc5cccc(c45)S3(=O)=O)cc2)cc1	4	48%	1%	-4%	-2%	-2.8	-1%	-3%	4%

(cont.)
SMILES	PI5P4Ka inh	FUS suppressor	EPAC1 ag	EPAC1 antag	PLK1 PBD inh	IL-2 act	WRN helicase inh	Abeta yeast res	aSyn rescue
Cc1cccc(NC(=O)C23CCC(C)(/C(=N/O)C2)C3(C)C)c1 (stereo not drawn)	x	13%	1%	5%	-4%	-0.9	3%	19%	1%
COc1ccccc1Cn1c(=S)[nH]c2ccccc2c1=O	-3	1%	3%	-17%	-15%	-0.1	7%	8%	1%
O=C(COC(=O)/C=C/c1ccc(Br)o1)NC1CCCCC1	-23	12%	8%	-7%	-24%	0.0	-29%	5%	3%
Cc1ccn2c(Nc3ccccc3C)c(-c3cccnc3)nc2c1	-9	30%&-11%	-1%	-13%	-8%	-0.8	-6%	-12%&-16%	-6%
CCC1Oc2ccc(C)cc2N(CC(=O)N(Cc2ccc(C)o2)C2CCCC2)C1=O (stereo not drawn)	-9	40%	3%	-15%	u	-0.7	-21%	13%	9%
Cc1nc(CN(C)Cc2nc(Cc3ccccc3Cl)no2)cs1	5	-1%	2%	-5%	-14%	0.3	-1%	-7%	-4%
COc1cc2ccccc2cc1C(=O)Nc1nnc(-c2ccncc2)o1	-9	11%	3%	8%	-11%	5.7	u	3%	-5%
Cn1nc(OC(=O)Nc2ccc(F)cc2)cc1C(F)(F)F	-2	1%	-4%	2%	u	-1.8	14%	-3%	-12%
Cc1ccc(C)c(C(=O)COC(=O)c2n[nH]c3ccccc23)c1	3	23%	9%	-3%	6%	-0.8	-5%	19%	u
CCC1CCCCN1C(=S)Nc1ccc(OC(F)F)cc1 (stereo not drawn)	0	-13%	-1%	-4%	-6%	-0.3	-5%	6%	-8%
CS(=O)(=O)N1CCN(c2nnc(-c3ccccc3)c3ccccc23)CC1	-2	20%	4%	12%	-13%	-0.3	-11%	-8%	1%
CCCCC(=O)NC(Nc1sc2c(c1C(N)=O)CCCC2)(C(=O)OCC)C(F)(F)F (stereo not drawn)	2	6%	1%	-10%	-14%	-0.6	-4%	-13%	-2%
COc1cnc(-c2ccccc2)nc1Oc1cccc(C)c1C	29	13%	16%	0%	0%	-1.4	-5%	5%	8%
CCOC(=O)c1ccc(-n2c(C)nc3ccccc3c2=O)cc1	-2	-7%	-8%	15%	0%	2.2	0%	-10%	5%
